NPY-Y2 antag: blocks the human neuropeptide Y Y2 receptor; inhibition, % at 2.7 µM; NPY-Y2 expressing cells, antagonist mode; AID 793; P49146; hit rate 0.99% among 140,000; in the data active = inhibition above about 17%;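 note: 0% = vehicle with agonist challenge and 100% = reference antagonist with challenge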
Target sequence (P49146 whole entry, looked up): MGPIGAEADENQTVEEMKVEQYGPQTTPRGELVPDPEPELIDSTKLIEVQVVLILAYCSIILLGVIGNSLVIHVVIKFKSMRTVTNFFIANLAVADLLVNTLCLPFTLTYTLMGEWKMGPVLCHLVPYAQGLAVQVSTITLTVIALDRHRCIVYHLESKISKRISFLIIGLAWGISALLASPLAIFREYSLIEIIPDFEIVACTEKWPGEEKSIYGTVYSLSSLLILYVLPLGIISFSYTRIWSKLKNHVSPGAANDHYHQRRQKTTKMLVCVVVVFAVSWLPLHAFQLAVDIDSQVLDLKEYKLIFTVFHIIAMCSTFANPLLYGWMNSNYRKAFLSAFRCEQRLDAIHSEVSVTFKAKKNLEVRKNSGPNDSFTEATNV
PTEN del growth: growth suppressors of cells with PTEN tumor suppressor deletion; HCT116 PTEN-null viability, CellTiter-Glo, 60 h; active compounds read low; viability, % at 10 µM; hit rate 1.2% among 140,000; AID 827;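 active = viability at or below a set limit, 4 SD under the median of all tested compounds, cut at about 3.7% in these data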;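 note: PTEN knockout HCT116 line with beta catenin targeted HCT116 as companion control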
HCT116 bCat-KO: beta-catenin-lacking colon tumor cell growth suppression; HCT116 beta-catenin knockout viability, CellTiter-Glo, 60 h; active compounds read low; AID 818; viability, % at 10 µM; hit rate 1.5% among 140,000;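 active = viability at or under a set limit, the compound median less 4 SD, cut at about 6% in these data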;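 note: 0% = Hyamine 1622 control at 20 µM and 100% = untreated cell control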
MRP1 act: activates MRP-1; H69AR cells + doxorubicin, viability rescue, CellTiter-Glo; viability increase, % at 10 µM; hit rate 0.61% among 140,000;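 active = viability gain under doxorubicin at or above a set limit, the compound median plus 3 SD, cut at about 4.7% in these data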;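 note: MRP-1 overexpressing cells given doxorubicin 25 µM after compound pretreatment; 18-22 h compound pretreatment then 72 h with doxorubicin before readout; 0% = doxorubicin-only wells and 100% = vehicle-treated cells without doxorubicin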
BB579 growth dn: reduces growth of yeast BB579 in restrictive medium; inhibition, % at 10 µM; hit rate 0.51% among 140,000; AID 804; S. cerevisiae BB579 growth, OD615, 48 h;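 active = inhibition above a set limit, 3 SD over the mean compound inhibition, cut at about 44% in these data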; note: inactives centre near -24
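Detection: OD615 turbidity measurement; Material: Saccharomyces cerevisiae DeaD strain BB579, replicative lifespan model yeast; Timing: 48 h exposure, 30 °C; Doses: single 10 µM dose; Medium: CSMM-D restrictive synthetic medium containing dextrose (glucose); Controls: amphotericin B at 10 µg/mL as positive control.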
Yeast life ext: yeast lifespan extension | S. cerevisiae growth with nicotinamide, OD615; deaD strain in restrictive glucose medium | inhibition of the nicotinamide effect, % at 10 µM | hit rate 0.68% among 130,000 | AID 775;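 active = inhibition above a set limit, placed 3 SD over the median of all compounds, cut at about 26% in these data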;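 note: 0% = nicotinamide-treated wells and 100% = cells grown without nicotinamide; some compounds called inactive have numbers as strong as hits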
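assay system = DeaD-strain S. cerevisiae | measured by = absorbance at 615 nm | probe or stimulus = nicotinamide 1.5 mM | buffer or medium = CSMM-D glucose medium, restrictive | times = 48 h at 30 °C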
Measles CPE: protection of cells from measles virus; AID 841; Measles virus-infected cells, CPE protection, absorbance; hit rate 1.5% among 140,000; protection (pct of control), % at 4 µM; in the data active = protection mostly above about 24%, no sharp cut-off; inactive = mostly below about 26%; note: some compounds called inactive have numbers as strong as hits
GALR2 blocker: GALR2 (human) receptor antagonism. inhibition, % at 4 µM. hit rate 0.39% among 140,000. GALR2-expressing cells, antagonist mode. O43603; in the data active = inhibition above about 27%;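 note: cells stimulated with galanin 1-16 at roughly its EC80; 0% = agonist challenge control and 100% = basal control without agonist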
Target sequence (O43603 whole entry, looked up): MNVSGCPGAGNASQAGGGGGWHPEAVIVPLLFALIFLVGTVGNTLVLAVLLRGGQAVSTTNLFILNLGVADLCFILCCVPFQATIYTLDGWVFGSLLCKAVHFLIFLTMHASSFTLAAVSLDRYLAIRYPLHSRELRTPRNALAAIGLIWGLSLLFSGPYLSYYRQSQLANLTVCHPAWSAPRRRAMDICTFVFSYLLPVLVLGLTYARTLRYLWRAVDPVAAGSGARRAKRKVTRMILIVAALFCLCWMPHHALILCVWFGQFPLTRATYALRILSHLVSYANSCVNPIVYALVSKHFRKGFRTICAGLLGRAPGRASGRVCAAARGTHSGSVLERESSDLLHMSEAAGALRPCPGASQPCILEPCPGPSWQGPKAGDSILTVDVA
E-sel TNF inh: blocks E-selectin expression induced by TNF alpha; HUVEC TNFa-induced E-selectin immunofluorescence, high content; inhibition, % at 2 µM; hit rate 0.71% among 120,000; AID 1246;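 active = inhibition above the batch mean plus 3 SD, and confirmed as a hit on visual image review, cut at about 43% in these data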;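 note: 0% = TNF-stimulated DMSO wells and 100% = unstimulated control wells; not every result past the cut was called active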
Phagocytosis inh: blocks phagocytosis by macrophages. J774A.1 macrophage IgG-bead phagocytosis, imaging. inhibition, % at 5 µM. hit rate 0.07% among 110,000;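 active = inhibition above the mean of the plate negative controls plus 5 SD, cut at about 13% in these data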;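 note: phagocytic index as fraction of beads internalized from green versus red external bead signal; plate controls were DMSO negative control for no effect and cytochalasin-D positive control for full effect; some results beyond the cut were filed as inactive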
* = called active by the depositor; / = not tested or not shown.

SMILES	NPY-Y2 antag	PTEN del growth	HCT116 bCat-KO	MRP1 act	BB579 growth dn	Yeast life ext	Measles CPE	GALR2 blocker	E-sel TNF inh	Phagocytosis inh
CCOc1ccc(C(=O)Nn2cnnc2)cc1	2	97	97	0.8	-26	-7	6	1	-11	0
COc1ccc(OC)c(C(=O)c2ccc(C(=O)Nc3cccc4ccccc34)cc2)c1	6	76	80	-0.3	5	0	5	7	42	-4
COc1ccccc1-n1cnnc1SC(C)C(=O)Nc1cccc([N+](=O)[O-])c1 (stereo unspecified)	3	92	96	0.5	-22	-1	10	8	9	-1
C1=C(c2ccccc2)N2CCN=C2S1	1	107	106	-0.7	-13	-13	10	13	18	/
O=C(NNC(=S)NC(=O)c1ccccc1[N+](=O)[O-])c1ccccc1	1	68	58	-2.8	-15	/	7	-1	-4	/
Cc1nnc(NC(=O)CSc2nnc(CNC(=O)c3ccccc3)n2-c2ccccc2)s1	2	92	90	-0.2	-84	-3	4	0	-24	2
CCC(CC)C(=O)NCCc1ccc(S(N)(=O)=O)cc1	5	108	109	-1.4	-25	-9	11	2	6	2
c1ccc(C2CNCc3c2ccc2ccccc32)cc1 (stereo unspecified)	11	10	11	-4.0	-9	0	12	11	/	-3
CC1=C(C(=O)Nc2cccnc2)C(c2ccc3c(c2)OCO3)C2=C(CCCC2=O)N1 (stereo unspecified)	1	93	96	-2.5	-45	-1	7	2	11	1
O=C(Nc1nc(-c2ccccc2)cs1)c1ccc2c(=O)n3c(nc2c1)CCCCC3	10	34	31	-0.1	-33	8	2	-7	/	-5
CCC(Sc1ccc(C(=O)O)cc1)C(=O)O (stereo unspecified)	1	89	90	-1.3	-15	0	5	-4	18	/
CC(C)(C)C(=O)c1cnc(Nc2ccccc2)s1	4	66	72	-2.0	-31	-16	2	13	13	2
COc1ccc(CCNC(=O)Cc2ccc(OCc3ccccc3)c(OC)c2[N+](=O)[O-])cc1OCc1ccccc1	1	63	56	-2.2	-61	-5	4	-21	-7	0
COc1cccc(OCC(=O)NNC(=O)C(=O)N2CCCC2)c1	2	101	99	-1.1	-29	5	20	3	-1	-4
CCCCC(=O)NS(=O)(=O)c1ccc(N=NN2CCOCC2)cc1	4	103	91	-2.6	-9	7	11	-4	/	-10
CCC(C)NC(=O)CC(c1ccc(OC)cc1)n1cccc1 (stereo unspecified)	0	92	90	-2.2	-31	1	4	-1	/	1
CC(C)(C)C(=O)C[n+]1ccc(C(N)=O)cc1	8	103	96	-0.5	-6	2	21	-2	/	-8
CC(=O)Nc1ccc(SC(C)C(=O)NC(N)=O)cc1 (stereo unspecified)	1	99	101	0.3	-37	-7	17	2	29	0
CCc1nnc(NC(=O)CSc2nnc3c(C)cc4c(C)ccc(C)c4n23)s1	5	30	27	-2.6	-16	4	13	9	/	-10
CCc1ccccc1NC(=O)CN(C)S(=O)(=O)c1ccc2c(c1)c(=O)n(C)c(=O)n2C	1	88	93	-2.8	-12	-9	4	-9	6	-1
OCCCc1nc2n(n1)C(c1ccccc1)C=C(c1ccccc1)N2 (stereo unspecified)	1	121	109	-2.4	-16	-9	5	10	34	-1
CC1(C)C(=O)C2(CCCCC2)C(=O)OC1c1cccc([N+](=O)[O-])c1 (stereo unspecified)	5	91	87	0.4	6	2	9	9	/	2
O=C(NCc1cn(-c2ccccc2)nc1-c1ccccc1)c1cccc([N+](=O)[O-])c1	0	63	69	3.4	-37	1	21	-7	-39	-9
Cc1noc(NS(=O)(=O)c2ccc(NC(=O)CSc3nc4c(cc3C#N)CCCC4)cc2)c1C	1	97	96	1.7	-42	1	2	-3	/	1
COc1ccc(Oc2nc3ccccc3n(C)c2=O)cc1	2	95	99	-2.6	-18	-4	5	9	/	0
O=C1NC(c2ccccc2)C(C(=O)c2cccs2)=C1O (stereo unspecified)	-1	108	94	0.9	-60	-5	3	-3	17	0
COc1ccc(N(CC(=O)NN=C2CCCCCCC2)S(=O)(=O)c2ccccc2)cc1	-1	98	102	-0.8	15	-4	4	-9	/	-2
Cc1cc(C)c2[nH]c(=O)c(CN(C(=O)C3CCCO3)C3CCCC3)cc2c1 (stereo unspecified)	4	100	98	1.9	-41	-15	18	-1	4	-1
CCOc1ccc(Cn2ccnc2CCl)cc1[N+](=O)[O-]	6	103	109	-1.0	-22	-13	1	-6	10	0
Cc1ccc(C(=O)Nc2onc(C)c2C#N)cc1	-1	98	92	0.1	-33	-2	8	5	1	0
COc1ccccc1NC(=S)N(Cc1ccco1)Cc1cc2cccc(C)c2[nH]c1=O	1	73	90	-1.6	-8	-2	18	8	61*	-10
CCN(c1ccccc1)S(=O)(=O)c1ccc(Cl)c(NC(=O)COC(=O)c2ccc(O)cc2)c1	2	74	86	-0.7	-40	-2	23	3	1	-12
CCOc1cc(CNCC2CCCO2)cc(Br)c1OCC(N)=O (stereo unspecified)	0	110	99	-0.7	24	-7	3	-11	/	-1
Cc1ccccc1-c1nnc(SCc2ccc(F)cc2)o1	8	100	100	-0.2	-73	-20	14	2	16	0
CC1CCC2(CC1)SCC(=O)N2c1ccccc1 (stereo unspecified)	5	87	94	-2.0	13	/	11	5	13	/
O=C(c1ccccc1)N1CCN(c2ccc(NCc3ccc4c(c3)OCO4)cc2)CC1	2	71	75	-2.2	-21	-7	8	-2	/	0
CC(C)NC(=O)NC(=O)CSc1nnc(COc2ccccc2F)n1C(C)C1CC2CCC1C2 (stereo unspecified)	1	23	34	-6.2	-53	-19	4	-12	3	1
Cc1ccc(C)c(Cn2c(=O)n(CCCC(=O)NCc3ccco3)c(=O)c3ccccc32)c1	2	31	38	-4.2	-48	1	11	-3	4	-3
Cc1ccccc1C(O)c1ccncc1 (stereo unspecified)	-1	84	89	-1.8	-18	-23	3	-1	-28	-1
O=c1oc2ccccc2n1Cn1c(=O)oc2ccccc21	0	91	84	0.1	-29	4	5	-2	-2	0
CCOC(=O)CN1CC23C=CC(O2)C(C(=O)NCc2cccs2)C3C1=O (stereo unspecified)	3	112	90	-0.4	-43	-7	4	-14	-17	-1
Cc1cccc(NC(=O)c2ccccc2NC(=O)Cc2ccccc2)c1C	13	91	93	-0.1	-38	-2	15	5	-38	/
CC1(C)CC(OC(=O)c2ccco2)CC(C)(C)N1O	-1	96	95	0.4	-5	1	7	1	57	-4
CCOC(=O)N/N=C/c1c(F)c(F)c(F)c(F)c1F	2	87	85	-2.8	-22	-2	4	0	-11	-3
O=C(c1ccccc1)N1CCN(CC#CC2(O)CCCCC2)CC1	1	86	103	-3.3	-18	-9	12	-2	-17	-1
Cc1ccc(C(=O)N2CCN(C(=O)c3ccccc3)C2c2ccc(N(C)C)cc2)cc1 (stereo unspecified)	2	82	68	-2.6	-31	2	10	-11	/	2
COc1ccccc1N1CCN(CC(=O)c2c(C)[nH]c3ccccc23)CC1	3	81	74	-0.6	-31	-9	28	2	/	-1
CC1(C)CC(=O)C2=C(C1)Nc1ccccc1N=C2	1	61	78	-4.0	-23	21	21	19	1	/
CC1(C)C(=O)OC(c2cccs2)C(C)(C)C1=O (stereo unspecified)	0	101	101	-0.9	-19	-3	20	9	10	-2
C#CCOCCOCCOCCNc1nc(N2CCN(C(=O)[C@H]([C@@H](C)O)n3cc(CCCCN)nn3)CC2)nc(N2CCN(C(=O)[C@H]([C@@H](C)CC)n3cc(CCCN=C(N)N)nn3)CC2)n1	0	97	97	-1.1	-23	4	15	7	-33	/
CCn1c2ccccc2c2cc(NC(=O)CSc3nnc(-c4ccc(OC)c(OC)c4)n3N)ccc21	-7	61	52	-5.9	4	-17	19	12	0	/
COc1ccc(S(=O)(=O)Nc2cc(Sc3ncn[nH]3)c(O)c3ccccc23)cc1	3	2.5*	1.7*	-2.2	-23	-15	19	49*	-4	2
CC(Cc1ccccc1)C(=O)NCc1nc2ccccc2s1 (stereo unspecified)	2	95	96	-1.9	-10	4	2	16	/	/
Cc1ccnc(SCc2cc(=O)c(OC(=O)c3ccc(S(=O)(=O)N4CCCC4)cc3)co2)n1	0	101	95	-0.8	-65	2	7	6	12	2
CCN1CCN(CCNC(=O)CS(=O)(=O)Cc2nc(-c3ccc(C)cc3)oc2C)CC1	0	98	92	-3.4	-39	-3	8	-1	/	-1
COc1ccc(C2CC(c3c(O)cc(C)oc3=O)=NCCS2)c(OC)c1 (stereo unspecified)	5	9	10	-2.5	16	-2	16	28*	-24	4
O=c1c([N+](=O)[O-])c(N2CCCCC2)c2ccccc2n1-c1ccccc1	1	118	108	-0.9	-29	-3	10	-13	-6	2
COc1ccc(C2c3c(oc4ccc(C)cc4c3=O)C(=O)N2c2cc(C)ccn2)cc1OC (stereo unspecified)	-1	85	84	-0.8	-20	0	9	-14	/	0
Cc1ccccc1NC(=O)C(C)O/N=C/c1cccc([N+](=O)[O-])c1 (stereo unspecified)	4	81	89	-0.1	-24	-13	11	6	-38	1
CCOC(=O)C1C(=O)NC(N2CCCCC2)=NC1C(C)C (stereo unspecified)	2	91	89	-0.5	-15	0	10	0	/	-1

Reprinted at random: three records from the list.
SMILES	NPY-Y2 antag	PTEN del growth	HCT116 bCat-KO	MRP1 act	BB579 growth dn	Yeast life ext	Measles CPE	GALR2 blocker	E-sel TNF inh	Phagocytosis inh
Cc1ccnc(SCc2cc(=O)c(OC(=O)c3ccc(S(=O)(=O)N4CCCC4)cc3)co2)n1	0	101	95	-0.8	-65	2	7	6	12	2
COc1ccc(S(=O)(=O)Nc2cc(Sc3ncn[nH]3)c(O)c3ccccc23)cc1	3	2.5*	1.7*	-2.2	-23	-15	19	49*	-4	2
CCOC(=O)N/N=C/c1c(F)c(F)c(F)c(F)c1F	2	87	85	-2.8	-22	-2	4	0	-11	-3

Additional compounds
SMILES	NPY-Y2 antag	PTEN del growth	HCT116 bCat-KO	MRP1 act	BB579 growth dn	Yeast life ext	Measles CPE	GALR2 blocker	E-sel TNF inh	Phagocytosis inh
O=C(CSc1nc2ccccc2[nH]1)N1c2ccccc2Sc2ccccc21	6	98	93	-0.4	-42	4	8	15	/	-4
O=C(/C=C/c1cccs1)N1CCOCC1	1	94	84	-2.7	0	-1	18	4	-22	-3
CN=C1SC(CC(=O)Nc2ccccc2F)C(=O)N1C (stereo unspecified)	3	101	107	1.6	-7	-1	3	5	9	1
COCCn1c(C)cc(C(=O)CSc2nc3ccccc3o2)c1C	3	71	71	-2.0	-35	-5	22	4	/	0
COCCCNC(=O)/C=C/c1ccc(Cl)cc1Cl	2	97	97	0.3	-40	-33	9	1	/	/
O=C(CSc1ccc2nnc(-c3ccccn3)n2n1)Nc1ccc2c(c1)OCCO2	0	106	87	-3.6	-10	-8	21	5	/	-1
CCCN(CCO)CCCc1ccccc1	1	93	86	-0.4	-49	-4	6	-5	8	4
COc1ccc(-c2nn(-c3ccccc3)cc2CO)cc1	2	93	91	-1.3	-46	-34	6	1	10	-2
O=C(CSc1nncn1-c1ccccc1)Nc1cccc(S(=O)(=O)N2CCCCC2)c1	2	97	93	-1.1	-6	-2	9	7	49	8

Compounds as they come (roughly 6.4% active in at least one column).
